Assay outcomes from PubChem BioAssay.
DAGLB inhibitor = diacylglycerol lipase beta (human) inhibition; Q8NCG7; HEK293T DAGLB membrane lysate, EnzChek fluorogenic substrate; inhibition, % at 5.17 µM; 340,000 compounds, 0.059% hits; AID 504411; in the data active means inhibition above about 34%;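 further: 0% = enzyme with vehicle and 100% = wells lacking enzyme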
Target sequence (Q8NCG7 whole entry, looked up): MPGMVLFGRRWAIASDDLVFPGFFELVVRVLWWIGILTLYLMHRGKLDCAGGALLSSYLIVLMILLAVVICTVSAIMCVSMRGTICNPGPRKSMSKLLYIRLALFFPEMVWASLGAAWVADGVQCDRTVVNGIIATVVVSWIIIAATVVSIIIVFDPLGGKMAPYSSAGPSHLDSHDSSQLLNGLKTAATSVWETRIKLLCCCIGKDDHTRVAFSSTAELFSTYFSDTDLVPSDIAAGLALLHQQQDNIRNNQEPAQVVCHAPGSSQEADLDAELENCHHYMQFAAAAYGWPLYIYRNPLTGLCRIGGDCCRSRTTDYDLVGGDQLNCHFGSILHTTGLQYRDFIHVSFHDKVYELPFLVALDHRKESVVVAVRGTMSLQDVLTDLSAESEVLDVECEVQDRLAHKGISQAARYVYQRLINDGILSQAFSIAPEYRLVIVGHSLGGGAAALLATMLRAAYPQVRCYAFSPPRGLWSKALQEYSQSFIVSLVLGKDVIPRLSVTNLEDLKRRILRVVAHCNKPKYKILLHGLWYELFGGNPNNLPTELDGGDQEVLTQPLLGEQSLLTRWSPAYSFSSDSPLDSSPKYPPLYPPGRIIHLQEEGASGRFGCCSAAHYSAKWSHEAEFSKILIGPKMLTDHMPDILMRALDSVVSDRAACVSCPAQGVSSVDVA
DSG3 Ab inh = human desmoglein-3 autoantibody binding inhibition; 310,000 compounds, 0.48% hits; binding (percent of control), % at 10 µM; DSG3-coupled beads, scFv-anti-DSG3-GFP binding, flow cytometry; hits give low values; AID 588358;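 active means binding more than 3 SD below its plate's average and above zero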;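 further: hits lower antibody fragment binding to DSG3; some compounds called inactive have numbers as strong as hits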
MOR-DOR inv ag = inverse agonist of human OPRM1-OPRD1 heterodimerization; cell-based MOR-DOR heterodimer luminescence, inverse agonism; P35372+P41143; AID 504357; 340,000 compounds, 0.21% hits; inhibition, % at 9.3 µM; in the data active means inhibition above about 22%, passing the limit was not always enough;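 further: 0% = cells with DMSO and 100% = wells without cells with DMSO; values of inactives mirror those of a sister screen read the other way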
V-ATPase pH = regulators of yeast V-ATPase proton transport | S. cerevisiae, pHLuorin cytosolic pH fluorescence | response, % at 10 µM | 350,000 compounds, 0.37% hits | AID 504577; in the data active means response mostly above about 7.3%, no sharp cut-off; inactive means mostly below about 5.4%; further: actives read high; inactives centre near 0; some compounds called inactive have numbers as strong as hits; reference of the scale not given here
PKA-R2B act = activates the human PKA-R2B holoenzyme complex | P22694+P31323 | PKA-R2B holoenzyme dissociation, Cy5-IP20 fluorescence polarization; R2B truncated from residue 108, S112A mutant; 0% DMSO only, 100% 113 µM cGMP | activation, % at 11.4 µM | 340,000 compounds, 0.079% hits | AID 504700;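 active means activation above a cutoff set at the mean over all compounds plus 3 SD, cut at about 18% in these data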;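 further: higher means more holoenzyme dissociation and a rise in polarization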
HTR5A inv ctr = counter-screen for OPRM1-OPRD1 inverse agonists: human HTR5A inverse agonism. inhibition, % at 9.3 µM. AID 504634. HTR5A cell line, luminescence. 340,000 compounds, 0.083% hits; in the data active means inhibition mostly above about 23%, no sharp cut-off; inactive means mostly below about 18%;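 further: 0% = cells with DMSO and 100% = no-cell wells with DMSO; some compounds called inactive have numbers as strong as hits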
Target sequence (P47898 whole entry, looked up): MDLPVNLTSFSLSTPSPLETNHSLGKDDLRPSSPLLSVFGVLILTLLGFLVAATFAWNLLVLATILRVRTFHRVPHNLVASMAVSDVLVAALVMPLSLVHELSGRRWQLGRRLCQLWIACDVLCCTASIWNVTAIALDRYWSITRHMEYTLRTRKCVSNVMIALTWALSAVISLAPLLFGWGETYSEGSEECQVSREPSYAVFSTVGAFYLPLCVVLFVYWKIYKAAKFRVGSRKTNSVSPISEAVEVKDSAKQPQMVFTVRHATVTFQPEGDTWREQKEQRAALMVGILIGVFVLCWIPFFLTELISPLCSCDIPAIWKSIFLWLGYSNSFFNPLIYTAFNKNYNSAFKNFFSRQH
Arr AP2 block = inhibitors of human beta-arrestin and AP2 interaction; FITC-arrestin peptide / GST-AP2 beads, flow cytometry; AP2 beta2 appendage carries R879A mutation; inhibition, % at 10 µM; 340,000 compounds, 0.31% hits;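 active means inhibition above a set limit, near 3 SD of compounds lacking own fluorescence, cut at about 54% in these data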;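 further: plate controls were DMSO wells for no effect and 5 µM unlabelled arrestin peptide for full effect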
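Assay system: GST-AP2 R879A bound to glutathione beads, E. coli-expressed; Medium: PBS with 0.05% Tween 20 and 0.1% BSA; Also added: fluorescein-tagged arrestin peptide at 50 nM final; Timing: 12 min plus 1 h, RT; Measured by: flow cytometry, FL1 (488/535 nm); Evaluation: percent drop in bead-associated FITC signal.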
PKA-R1A activ = activates the PKA-R1A holoenzyme complex; activation, % at 11.4 µM; 340,000 compounds, 0.083% hits; PKA-R1A dissociation, Cy5-IP20 fluorescence polarization; scaled: DMSO 0%, 113 µM cGMP 100%;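 active means percent activation above the mean of all tested compounds plus 3 SD, cut at about 19% in these data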;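 further: higher means more PKAc released from R1A so a rise in polarization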
HTR5A ag = activates human HTR5A in OPRM1-OPRD1 agonist counter-screen; activation, % at 9.3 µM; 340,000 compounds, 0.61% hits; AID 504692; HTR5A agonist assay, luminescence, cell-based; in the data active means activation mostly above about 9.5%, no sharp cut-off; inactive means mostly below about 7.6%;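 further: 0% = cells with vehicle only and 100% = reference agonist; strong numbers were not always called active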
MOR-DOR ag = OPRM1-OPRD1 heterodimerization agonism; cells, luminescence; 340,000 compounds, 0.3% hits; activation, % at 9.3 µM; P35372+P41143; AID 504326; in the data active means activation above about 18%;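 further: 0% = vehicle-treated cells and 100% = reference agonist; values of inactives mirror those of a sister screen read the other way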
* = called active by the depositor.

For O=C(NCc1ccccn1)C1CCN(S(=O)(=O)c2ccccc2)CC1 the results were DAGLB inhibitor -3, DSG3 Ab inh 102, MOR-DOR inv ag -6, V-ATPase pH 1, PKA-R2B act -4, HTR5A inv ctr -5, Arr AP2 block 8, PKA-R1A activ 3, HTR5A ag 2 and MOR-DOR ag 1.1.
Cc1ccc(-n2nc3c(c2NC(=O)c2ccc(S(=O)(=O)N4CCOCC4)cc2)CSC3)c(C)c1 was read as DAGLB inhibitor 10, DSG3 Ab inh 97, MOR-DOR inv ag 7, V-ATPase pH 7, PKA-R2B act -8, HTR5A inv ctr 3, Arr AP2 block -39, PKA-R1A activ -11, HTR5A ag -1 and MOR-DOR ag -1.3.
Cc1ccc(CN2CC(C(=O)Nc3ccc(S(=O)(=O)N4CCCCC4)cc3)CC2=O)cc1 (configuration not stated) was read as DAGLB inhibitor -7, MOR-DOR inv ag -17, V-ATPase pH 3, PKA-R2B act 5, HTR5A inv ctr 18, Arr AP2 block -4, PKA-R1A activ 7, HTR5A ag 2 and MOR-DOR ag 3.2.
Screening Cc1nnc(NC(=O)c2c(F)c(F)c(F)c(F)c2F)s1 returned DAGLB inhibitor 2, MOR-DOR inv ag -1, V-ATPase pH 0, PKA-R2B act 3, HTR5A inv ctr -11, Arr AP2 block -4, PKA-R1A activ 17, HTR5A ag 4 and MOR-DOR ag 0.1.
COc1ccc(OC)c(S(=O)(=O)N2CCC(C(=O)Nc3cccc(C)c3C)CC2)c1 was read as DAGLB inhibitor 1, DSG3 Ab inh 96, MOR-DOR inv ag 1, V-ATPase pH -3, PKA-R2B act 5, HTR5A inv ctr 2, Arr AP2 block 20, PKA-R1A activ 1, HTR5A ag 0 and MOR-DOR ag -0.2.
Screening CCCc1cc(=O)c2c(O)cccc2o1 returned DAGLB inhibitor -1, MOR-DOR inv ag 18, V-ATPase pH 0, PKA-R2B act -6, HTR5A inv ctr 17, Arr AP2 block 10, PKA-R1A activ -12, HTR5A ag 8 and MOR-DOR ag -3.5.
For CCc1nc2ccccc2c(C(=O)OCC(=O)NC2CC2)c1C the results were DAGLB inhibitor 1, DSG3 Ab inh 99, MOR-DOR inv ag 8, V-ATPase pH -2, PKA-R2B act -7, HTR5A inv ctr 7, Arr AP2 block -10, PKA-R1A activ 1, HTR5A ag 0 and MOR-DOR ag -2.0.
Screening CCCC1Cc2c(sc3ncnc(N)c23)CO1 (configuration not stated) returned DAGLB inhibitor -3, MOR-DOR inv ag 6, V-ATPase pH 1, PKA-R2B act -3, HTR5A inv ctr 1, Arr AP2 block 7, PKA-R1A activ 0, HTR5A ag 7 and MOR-DOR ag -0.9.
`O=C(NNC(=O)C12CC3CC(CC(C3)C1)C2)c1cnccn1` gave DAGLB inhibitor 0, DSG3 Ab inh 127, MOR-DOR inv ag 3, V-ATPase pH 4, PKA-R2B act 1, HTR5A inv ctr 11, Arr AP2 block 5, PKA-R1A activ 0, HTR5A ag 4 and MOR-DOR ag -0.6.
For NC1=NC(=O)/C(=C/c2ccsc2)S1 the results were DAGLB inhibitor -6, DSG3 Ab inh 101, MOR-DOR inv ag 5, V-ATPase pH -1, PKA-R2B act -1, HTR5A inv ctr -2, Arr AP2 block 9, PKA-R1A activ 1, HTR5A ag 1 and MOR-DOR ag -1.0.
`CCOCCCNC(c1ccccc1)c1ccncc1` (configuration not stated) gave DAGLB inhibitor 0, DSG3 Ab inh 114, MOR-DOR inv ag 2, V-ATPase pH -1, PKA-R2B act 1, HTR5A inv ctr 12, Arr AP2 block 9, PKA-R1A activ 5, HTR5A ag -3 and MOR-DOR ag -0.4.
For Cc1ccc2nc(N3CCN(C)CC3)c(C#N)cc2c1 the results were DAGLB inhibitor 3, DSG3 Ab inh 103, MOR-DOR inv ag 1, V-ATPase pH 2, PKA-R2B act -8, HTR5A inv ctr -3, Arr AP2 block -5, PKA-R1A activ -5, HTR5A ag 0 and MOR-DOR ag -0.1.
For CC1(C)CC(=O)c2cnc3nc4ccccc4n3c2C1 the results were DAGLB inhibitor 0, DSG3 Ab inh 99, MOR-DOR inv ag -1, V-ATPase pH 0, PKA-R2B act -7, HTR5A inv ctr 2, Arr AP2 block 12, PKA-R1A activ -6, HTR5A ag -1 and MOR-DOR ag 0.1.
For CC(C)(C)C(=O)CNS(=O)(=O)c1ccc(S(=O)(=O)NC2CC2)cc1 the results were DAGLB inhibitor -1, DSG3 Ab inh 113, MOR-DOR inv ag 11, V-ATPase pH -3, PKA-R2B act -6, HTR5A inv ctr -5, Arr AP2 block 7, PKA-R1A activ -5, HTR5A ag 2 and MOR-DOR ag -2.1.
`CN1/C(=C\C(=O)COC(=O)Cn2nnc(-c3ccccc3)n2)C(C)(C)c2ccccc21` gave DAGLB inhibitor 7, MOR-DOR inv ag -2, V-ATPase pH 0, PKA-R2B act -11, HTR5A inv ctr -11, Arr AP2 block 3, PKA-R1A activ -4, HTR5A ag -2 and MOR-DOR ag 0.3.
`Cc1cccc(CSc2nnc(-c3ccco3)n2C)c1` gave DAGLB inhibitor 1, DSG3 Ab inh 127, MOR-DOR inv ag 10, V-ATPase pH 4, PKA-R2B act 6, HTR5A inv ctr 14, Arr AP2 block 18, PKA-R1A activ -5, HTR5A ag -2 and MOR-DOR ag -1.9.
Screening CC(C)C[C@H](NC(=O)[C@@H]1Cc2ccccc2CN1)C(=O)Nc1ccc(C(C)C)cc1 returned DAGLB inhibitor -2, DSG3 Ab inh 97, MOR-DOR inv ag -30, V-ATPase pH -2, PKA-R2B act 12, HTR5A inv ctr -29, Arr AP2 block 23, PKA-R1A activ 1, HTR5A ag -5 and MOR-DOR ag 6.0.
Screening O=c1[nH]nc(N/N=C/c2ccc(Cl)cc2Cl)c(=O)[nH]1 returned DAGLB inhibitor 1, DSG3 Ab inh 102, MOR-DOR inv ag 4, V-ATPase pH 4, PKA-R2B act -2, HTR5A inv ctr -9, Arr AP2 block 19, PKA-R1A activ 0, HTR5A ag 3 and MOR-DOR ag -0.7.
Screening Cc1ncc(CN2CCCC(C(=O)Nc3ccc(-c4cccc(F)c4)cc3)C2)cn1 (configuration not stated) returned DAGLB inhibitor 0, DSG3 Ab inh 114, MOR-DOR inv ag 1, V-ATPase pH 2, PKA-R2B act -2, HTR5A inv ctr 3, Arr AP2 block -9, PKA-R1A activ -3, HTR5A ag 6 and MOR-DOR ag -0.2.
For c1ccc2sc(NN=C3CCCCCC3)nc2c1 the results were DAGLB inhibitor -3, DSG3 Ab inh 100, MOR-DOR inv ag -12, V-ATPase pH 5, PKA-R2B act 5, HTR5A inv ctr -1, Arr AP2 block 7, PKA-R1A activ -6, HTR5A ag 1 and MOR-DOR ag 2.4.
Screening Cn1c(-c2ccc(Cl)cc2)cnc1NCc1cc2c(cc1[N+](=O)[O-])OCO2 returned DAGLB inhibitor 3, DSG3 Ab inh 94, MOR-DOR inv ag -15, V-ATPase pH 0, PKA-R2B act 4, HTR5A inv ctr -1, Arr AP2 block 6, PKA-R1A activ -2, HTR5A ag 2 and MOR-DOR ag 2.7.
COc1ccc(-n2c(SCC(=O)Nc3cccc(C(=O)O)c3)nnc2-c2ccco2)cc1 was read as DAGLB inhibitor 0, MOR-DOR inv ag 4, V-ATPase pH -2, PKA-R2B act -13, HTR5A inv ctr -34, Arr AP2 block -10, PKA-R1A activ -10, HTR5A ag -1 and MOR-DOR ag -0.6.
`Nc1cc(S(=O)(=O)Nc2ccc(Br)cc2)ccc1Cl` gave DAGLB inhibitor -3, DSG3 Ab inh 99, MOR-DOR inv ag -55, V-ATPase pH 4, PKA-R2B act -8, HTR5A inv ctr -4, Arr AP2 block 0, PKA-R1A activ -2, HTR5A ag 1 and MOR-DOR ag 11.
C[n+]1cn(CC(O)COCc2ccccc2)c2ccccc21 (configuration not stated) was read as DAGLB inhibitor 0, DSG3 Ab inh 101, MOR-DOR inv ag 10, V-ATPase pH 3, PKA-R2B act -1, HTR5A inv ctr -4, Arr AP2 block -8, PKA-R1A activ 1, HTR5A ag 10 and MOR-DOR ag -2.0.
`COc1ccc(/C(O)=C2/C(=O)C(=O)N(c3ncccn3)C2c2ccc(OC)cc2)cc1` (configuration not stated) gave DAGLB inhibitor 0, DSG3 Ab inh 82, MOR-DOR inv ag 7, V-ATPase pH 1, PKA-R2B act 2, HTR5A inv ctr 6, Arr AP2 block -4, PKA-R1A activ -6, HTR5A ag -2 and MOR-DOR ag -1.1.
`CCOc1ccc(N(CC(=O)N2CCN(C(=O)CN(c3ccc(OCC)cc3)S(C)(=O)=O)CC2)S(C)(=O)=O)cc1` gave DAGLB inhibitor -2, DSG3 Ab inh 120, MOR-DOR inv ag 4, V-ATPase pH 4, PKA-R2B act -4, HTR5A inv ctr -16, Arr AP2 block 14, PKA-R1A activ 1, HTR5A ag 4 and MOR-DOR ag -0.8.
Cc1ccc(CNC(=O)C2CCCN(S(=O)(=O)c3c(C)n[nH]c3C)C2)cc1 (configuration not stated) was read as DAGLB inhibitor 2, DSG3 Ab inh 126, MOR-DOR inv ag 17, V-ATPase pH 1, PKA-R2B act 4, HTR5A inv ctr -34, Arr AP2 block -1, PKA-R1A activ 8, HTR5A ag -1 and MOR-DOR ag -3.6.
Cc1ccc(S(=O)(=O)N(CC(=O)N2CCOCC2)c2ccc(Br)cc2)cc1 was read as DAGLB inhibitor 0, MOR-DOR inv ag 9, V-ATPase pH 6, PKA-R2B act -6, HTR5A inv ctr 10, Arr AP2 block -2, PKA-R1A activ -3, HTR5A ag -4 and MOR-DOR ag -1.2.
Cc1cccc(NS(=O)(=O)c2ccc(C(=O)NCC(c3ccco3)N3CCCCC3)cc2)c1C (configuration not stated) was read as DAGLB inhibitor -1, DSG3 Ab inh 102, MOR-DOR inv ag 2, V-ATPase pH 0, PKA-R2B act -1, HTR5A inv ctr 10, Arr AP2 block 9, PKA-R1A activ -8, HTR5A ag -4 and MOR-DOR ag -0.3.
`O=C(Nc1cc2c3c(c1)CC(=O)N3CCC2)c1c(F)cccc1F` gave DAGLB inhibitor 2, DSG3 Ab inh 106, MOR-DOR inv ag 15, V-ATPase pH 2, PKA-R2B act 10, HTR5A inv ctr -4, Arr AP2 block 5, PKA-R1A activ -4, HTR5A ag 0 and MOR-DOR ag -2.3.

Looked up one by one from the entries so far (2):
Cc1cccc(NS(=O)(=O)c2ccc(C(=O)NCC(c3ccco3)N3CCCCC3)cc2)c1C (configuration not stated) was read as DAGLB inhibitor -1, DSG3 Ab inh 102, MOR-DOR inv ag 2, V-ATPase pH 0, PKA-R2B act -1, HTR5A inv ctr 10, Arr AP2 block 9, PKA-R1A activ -8, HTR5A ag -4 and MOR-DOR ag -0.3.
C[n+]1cn(CC(O)COCc2ccccc2)c2ccccc21 (configuration not stated) was read as DAGLB inhibitor 0, DSG3 Ab inh 101, MOR-DOR inv ag 10, V-ATPase pH 3, PKA-R2B act -1, HTR5A inv ctr -4, Arr AP2 block -8, PKA-R1A activ 1, HTR5A ag 10 and MOR-DOR ag -2.0.
